Assay outcomes as filed in PubChem.
Tb PGK inh: blocks T. brucei phosphoglycerate kinase | P07378 | PGK/GAPDH coupled, Kinase-Glo luminescence, 60 min | Potency, µM (titrated, usually from 57.5 µM), for inactives: at the top dose activity change, negative = inhibition, hits mostly inhibitors | 380,000 tested, 0.043% active; also: potency is read from the fitted curve at half-maximal effect; % is scaled to controls: 0 for no effect and ±100 for the full control effect; nearly all actives have a fitted effect of over 60% in size
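Luminescent ATP detection (Kinase-Glo Plus) follows a 60-minute room-temperature incubation, with wells lacking PGK as controls. Buffer: 100 mM TEA (pH 7.6), 5 mM MgCl2, 0.01% Tween-20. Coupling enzyme GAPDH (100 nM final) supplies unstable 1,3-BPG in-well.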
USP1 inh: USP1/UAF1 (human) deubiquitinase inhibition; O94782; recombinant USP1/UAF1, Ub-Rhodamine cleavage fluorescence; Potency, µM (doses to about 57.1 µM), for the others: top-dose activity change, negative = inhibition, usual class: inhibitors; 390,000 tested, 0.23% active; also: potency is read from the fitted curve at half-maximal effect; % is scaled to controls: 0 for no effect and ±100 for the full control effect; nearly all actives have a fitted effect of over 60% in size; inactives centre near -12
Target sequence (O94782 whole entry, looked up): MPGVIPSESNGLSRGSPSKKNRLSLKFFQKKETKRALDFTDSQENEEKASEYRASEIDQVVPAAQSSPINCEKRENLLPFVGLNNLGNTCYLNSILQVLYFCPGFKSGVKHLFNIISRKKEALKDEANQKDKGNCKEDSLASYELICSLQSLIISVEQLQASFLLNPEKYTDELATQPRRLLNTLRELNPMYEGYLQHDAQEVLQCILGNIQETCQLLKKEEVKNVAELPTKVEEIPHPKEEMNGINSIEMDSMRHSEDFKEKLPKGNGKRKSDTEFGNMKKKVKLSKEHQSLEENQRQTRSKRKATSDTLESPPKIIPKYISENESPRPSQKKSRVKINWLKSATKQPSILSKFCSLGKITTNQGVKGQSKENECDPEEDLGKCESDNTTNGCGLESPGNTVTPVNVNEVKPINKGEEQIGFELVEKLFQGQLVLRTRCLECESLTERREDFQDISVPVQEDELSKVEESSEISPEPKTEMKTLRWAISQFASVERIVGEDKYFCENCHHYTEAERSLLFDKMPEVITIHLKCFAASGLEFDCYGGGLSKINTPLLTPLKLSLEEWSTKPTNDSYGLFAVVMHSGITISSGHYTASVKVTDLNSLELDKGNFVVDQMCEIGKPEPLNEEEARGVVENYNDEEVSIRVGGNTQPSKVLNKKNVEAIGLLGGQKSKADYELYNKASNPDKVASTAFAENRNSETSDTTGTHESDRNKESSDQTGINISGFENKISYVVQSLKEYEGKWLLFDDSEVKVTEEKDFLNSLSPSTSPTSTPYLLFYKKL
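In this screen, compounds sit with the deubiquitinase complex (1nM) for 15 min at room temperature before Ub-Rho is added at 150nM final. Fluorescence rise is then followed for 6 reads every 60 seconds.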
GLS inh: glutaminase GLS (human) inhibition | O94925 | GLS enzymatic activity, qHTS titration | Potency, µM (top dose mostly 45.5 µM), without a hit: at the highest dose activity change, negative = inhibition, hits mostly inhibitors | 410,000 tested, 0.21% active | AID 624170; also: potency is read from the fitted curve at half-maximal effect; % is scaled to controls: 0 for no effect and ±100 for the full control effect
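Two-point fluorescence kinetic (t0, 30 min RT) for hKGA; glutamate detected via glutamate oxidase–HRP–Amplex Red. Substrate: 1 mM L-glutamine solution; buffer 45 mM KH2PO4, pH 8.2.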
PI4K2A inh: PI4K2A (human) kinase inhibition. Q9BTU6. purified PI4K2A, ADP-Glo luminescence, 1 h; hits give low values. activity change, negative = inhibition, % at 76.9 µM. 420,000 tested, 0.13% active. AID 1346378; in the data active = activity change below about -50%; inconclusive = mostly about -30% to -49%;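 also: -100% = wells without enzyme as full effect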
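In this quantitative HTS, ADP production by PI4K2A was quantified luminescently after 1 h at ambient temperature; 100 microM adenosine served as plate-quality control.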
TrxR1 inh: inhibitors of rat thioredoxin reductase 1. recombinant rTrxR1, NADPH fluorescence consumption, selenite substrate. Potency, µM (titrated, usually from 114 µM), for inactives: at the top dose activity change, negative = inhibition, most hits filed as inhibitors. 390,000 tested, 1% active; also: potency is read from the fitted curve at half-maximal effect; % is scaled to controls: 0 for no effect and ±100 for the full control effect; nearly all actives have a fitted effect of over 65% in size
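Rat TrxR1 (90 nM in the dispensed reagent) was pre-reduced with 400 uM NADPH for 5 min at room temperature, then incubated with compound for 15 min. After 400 uM selenite was added, NADPH fluorescence (Ex 340/Em 450 nm) was followed for 8 min.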
IDH1 R132H inh: inhibitors of human mutant IDH1 R132H; 390,000 tested, 0.093% active; O75874; Potency, µM (titrated, usually from 76.6 µM), without a hit: at the highest dose activity change, negative = inhibition, hits mostly inhibitors; IDH1-R132H enzyme, NADPH consumption, diaphorase/resazurin fluorescence; also: potency is read from the fitted curve at half-maximal effect; % is scaled to controls: 0 for no effect and ±100 for the full control effect; nearly all actives have a fitted effect of over 65% in size
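IDH1-R132H (0.5 ug/mL dispensed) in pH 7.5 Tris buffer was preincubated 30 min with compound, then given a substrate mix of 0.016 mM NADPH and 2 mM alpha-KG for 80 min at room temperature; remaining NADPH was read by diaphorase/resazurin fluorescence.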
Pin1 inh: inhibitors of human Pin1; AID 504891; Pin1 FP peptide displacement, HiFluor488, 10 min; 390,000 tested, 0.009% active; Q13526; Potency, µM (titrated, usually from 115 µM), inactives show at the highest dose activity, negative = inhibition, most hits filed as inhibitors; active = well fitted inhibition curve with a large enough effect in the polarisation, with a control signal flat, not every such curve was filed as active; inconclusive = small, poorly fitted or top-dose-only effect, or effect the other way, or a change in a side signal; inactive = no such curve, though single readings can be large or run the other way; the % refers to the polarisation; also: potency is read from the fitted curve at half-maximal effect; % is scaled to controls: 0 for no effect and ±100 for the full control effect
Target sequence (Q13526 whole entry, looked up): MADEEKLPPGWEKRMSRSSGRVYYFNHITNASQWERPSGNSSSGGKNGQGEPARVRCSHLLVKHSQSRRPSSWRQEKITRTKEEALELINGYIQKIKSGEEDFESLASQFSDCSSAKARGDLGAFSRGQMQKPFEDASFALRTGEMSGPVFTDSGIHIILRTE
TrxR1 substrate: substrates of rat thioredoxin reductase 1; O89049; purified TrxR1 substrate turnover, NADPH consumption readout; Potency, µM (top dose mostly 114 µM), for inactives: top-dose activity change, negative = substrate turnover; 390,000 tested, 0.01% active; AID 588456; also: potency is read from the fitted curve at half-maximal effect; % is scaled to controls: 0 for no effect and ±100 for the full control effect; nearly all actives have a fitted effect of over 50% in size
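Rat TrxR1, dispensed at 90 nM, was prereduced with 400 uM NADPH (final) for 5 min at ~22 deg C, then incubated with compound 15 min before 400 uM selenite. A first-read NADPH fluorescence drop versus no-compound background flagged substrates.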
HP1b binding inh: HP1-beta chromodomain-methylated histone interaction inhibition. P83916. AlphaScreen HP1-beta / biotin-H3K9me3 peptide binding. Potency, µM (titrated, usually from 114 µM), inactives show top-dose activity change, negative = inhibition, most hits filed as inhibitors. 390,000 tested, 0.56% active; also: potency is read from the fitted curve at half-maximal effect; nearly all actives have a fitted effect of over 70% in size; inactives centre near 23
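Compound inhibition of the preformed complex between 50 nM HP1-beta and 50 nM biotinylated H3K9me3 peptide was read by AlphaScreen. Buffer was PBS pH 7.4 with 0.01% Tween-20. Incubations ran 30 min at room temperature, with 10 ug/mL donor/acceptor beads.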
* hit, by the source's call; i = inactive; ? = inconclusive; . = not tested or not shown; & = joins results of further samples; [ ] = dose if it differs, or a comment. Unless noted, calls follow the shape of the dose curve; as a rule, active = well fitted curve in the direction sought with a large enough effect; inconclusive = small, poorly fitted or top-dose-only effect, or another doubt; inactive = no such curve, though single readings can be large; an effect the other way counts as inactive or inconclusive.

item | smiles | Tb PGK inh | USP1 inh | GLS inh | PI4K2A inh | TrxR1 inh
1 | Cc1nc(OCc2ccccc2)c2ccccc2n1 | i | -22% | -12% | 1 | 16%[57.1 µM]
2 | COc1cc([N+](=O)[O-])ccc1-c1ccc(/C=N\n2cnnc2)o1 | -16% | -1% | -1% | -3 | 15%
3 | CCOc1ccc(NC(=O)c2cccs2)c([N+](=O)[O-])c1 | i | -12% | -19% | 4 | 12%
4 | O=C(CN1C(=O)C(=O)N(C2CCCC2)C1=O)NCCc1ccc(Cl)cc1Cl | -11% | -7% | -3% | -10 | -1%
5 | O=C(CSc1nnc(COc2ccccc2)o1)N1CCOCC1 | i | -19% | -2% | 0 | -11%
6 | Cc1ccc(C)c(CSc2ncccc2C(=O)O)c1 | -9% | -1% | 11% | 6 | -5%
7 | C[C@@H]1CC2[C@@H]3CC[C@H]4CC(=O)CC[C@]4(C)C3=CC[C@]2(C)[C@@]1(O)C(=O)CO (stereo partly specified) | -6% | -18% | 0% | 2 | 17%[57.1 µM]
8 | CCOC(=O)CNC(=O)CSc1nnc(Cn2cnc3ccccc32)n1C | -6% | -16% | ? | 4 | 13%
9 | COc1ccccc1C(CNC(=O)C(C)(C)Oc1ccc(Cl)cc1)N1CCCC1 (stereo unspecified) | 5% | -10% | 18% | -3 | -5%
10 | Cc1ccc(C2(C)NC(=O)N(CC(=O)N(Cc3ccccc3)C(C)(C)C)C2=O)cc1 (stereo unspecified) | -5% | -16% | 5% | 5 | 13%
11 | Cc1ccc(OCc2nnc(SCC(=O)O)n2-c2ccccc2)cc1 | -9% | -2% | -3% | 0 | 11%[57.1 µM]
12 | COc1ccc(-c2nc(-c3ccccc3)nc(N3CCN(C)CC3)c2C#N)cc1 | i | 1% | -4% | 3 | -13%

item | IDH1 R132H inh | Pin1 inh | TrxR1 substrate | HP1b binding inh
1 | 2% | -4% | -9% | 65%[activator]
2 | 5% | ? | 4%[2.29 µM] | 1%
3 | 1% | ? | -1%[57.1 µM] | 8%
4 | 6% | 7% | -5% | 21%
5 | 5% | -4% | 1% | 51%[activator]
6 | 0% | -1% | -11% | 2%
7 | -1% | 15% | 6%[57.1 µM] | 29%
8 | 0% | -12% | 10% | 29%
9 | 5% | 5% | -5% | 27%
10 | 0% | -2% | -3% | -21%
11 | 5% | -3% | -2%[57.1 µM] | 52%[activator]
12 | 2% | -11% | -17% | -10%

Complete entries, looked up by structure:
CCOC(=O)CNC(=O)CSc1nnc(Cn2cnc3ccccc32)n1C reads Tb PGK inh: -6%; USP1 inh: -16%; GLS inh: ?; PI4K2A inh: 4; TrxR1 inh: 13%; IDH1 R132H inh: 0%; Pin1 inh: -12%; TrxR1 substrate: 10%; HP1b binding inh: 29%
COc1cc([N+](=O)[O-])ccc1-c1ccc(/C=N\n2cnnc2)o1 reads Tb PGK inh: -16%; USP1 inh: -1%; GLS inh: -1%; PI4K2A inh: -3; TrxR1 inh: 15%; IDH1 R132H inh: 5%; Pin1 inh: ?; TrxR1 substrate: 4%[2.29 µM]; HP1b binding inh: 1%

The main list resumes; the two compounds before the break are reprinted first.
item | smiles | Tb PGK inh | USP1 inh | GLS inh | PI4K2A inh | TrxR1 inh
11 | Cc1ccc(OCc2nnc(SCC(=O)O)n2-c2ccccc2)cc1 | -9% | -2% | -3% | 0 | 11%[57.1 µM]
12 | COc1ccc(-c2nc(-c3ccccc3)nc(N3CCN(C)CC3)c2C#N)cc1 | i | 1% | -4% | 3 | -13%
13 | COc1ccc(C)cc1NC(=O)c1cc(S(=O)(=O)N2CCCCC2)c[nH]1 | i | -4% | 1% | 0 | 5%
14 | C[C@H](CO)N1C[C@H](C)[C@@H](CN(C)Cc2ccc3c(c2)OCO3)Oc2c(NS(C)(=O)=O)cccc2C1=O | 0% | -29% | 5% | -3 | 8%
15 | Cc1nn(C)c(C(=O)N/N=C/c2ccc(C(F)(F)F)cc2)c1[N+](=O)[O-] | i | -3% | 3% | 5 | -11%
16 | NC(=O)c1c(N)sc2c1CCCCC2 | -4% | -16% | -6% | ? | -22%
17 | CN(C(=O)c1cc2n(n1)C(C(F)(F)F)CC(c1ccco1)N2)c1ccccc1 (stereo unspecified) | -2% | -13% | 25% | -21 | -11%
18 | CC(C)=CC(=O)NCCc1ccccc1 | -5% | 0% | 2% | -7 | -10%
19 | COc1cc(NS(=O)(=O)c2ccc(NC(=O)/C=C/C(=O)O)cc2)nc(OC)n1 | 7% | -19% | 176%[activator] | -4 | -11%
20 | O=[N+]([O-])CC(c1ccccc1)c1c[nH]c2ccccc12 (stereo unspecified) | 1% | -15% | 1% | 2 | 16%
21 | COc1ccc(S(=O)(=O)c2nnn(-c3ccccc3Cl)c2N)cc1 | i | -5% | -1% | -7 | -16%
22 | CN1/C(=C\C(=O)COC(=O)c2ccccc2O)C(C)(C)c2ccccc21 | -1% | ? | 3% | 7 | 23%
23 | CCc1ccc(-c2cc3c(=O)n(CC(=O)NCCCN4CCN(Cc5ccccc5)CC4)nc(C)n3n2)cc1 | -4% | -15% | -1% | -4 | 28%
24 | O=C(CN(Cc1cccs1)C(=O)CSc1nnc(COc2ccccc2)o1)NC1CCCC1 | 8%[11.5 µM] | -19% | -3% | 0 | ?

item | IDH1 R132H inh | Pin1 inh | TrxR1 substrate | HP1b binding inh
11 | 5% | -3% | -2%[57.1 µM] | 52%[activator]
12 | 2% | -11% | -17% | -10%
13 | 2% | ? | -1% | 23%
14 | -6% | 5% | 11% | 44%[activator]
15 | -1% | -12% | -18% | 4%
16 | 10% | -4% | -1% | 18µM*
17 | 20% | 14% | -4% | 18%
18 | -6% | 6% | 0% | 8%
19 | -2% | 8% | 2% | 49%[activator]
20 | 14% | -3% | 2% | 23%
21 | -14% | 0% | -14% | 25%
22 | 0% | 22% | 5% | 78%[activator]
23 | 1% | -3% | -1% | 1%[57 µM]
24 | 0% | 9% | -6% | 32%[activator]

(further entries)
item | smiles | Tb PGK inh | USP1 inh | GLS inh | PI4K2A inh | TrxR1 inh
25 | COc1ccccc1N1CCN(S(=O)(=O)CCNC(=O)COc2ccccc2)CC1 | -10% | -11% | -1% | 0 | .
26 | Cc1ccn2c(CNCCCn3cccn3)c(C(=O)N3CCCCCC3)nc2c1 | -5% | -3% | 5% | -1 | 7%[57.1 µM]
27 | COC(=O)CN1C(=S)N(Cc2ccccc2)C(=O)C1CC(=O)Nc1ccc(Br)cc1 (stereo unspecified) | 0% | -21% | -2% | 0 | -4%
28 | Cc1ccc(OCc2nc(C#N)c(N3CCCCC3)o2)cc1 | i | -6% | 0% | 1 | 20%[57.1 µM]
29 | CC(C)OCC(O)CN1CCN(CC(O)COc2ccc3c(c2)OCO3)CC1 (stereo unspecified) | -3% | -12% | 18% | -10 | 10%
30 | CCC(=O)C1CCCN(C(=O)c2ccc(OC3CCN(C(=O)CCOC)CC3)cc2)C1 (stereo unspecified) | -7% | -10% | -11% | 3 | -11%
31 | C/C(=N\Nc1ccc(C(F)(F)F)cn1)c1ccc(S(=O)(=O)NCc2ccco2)cc1 | i | 0% | 6% | -4 | 10%
32 | Cc1c(C)n(CC(O)CN2C(=O)c3ccccc3S2(=O)=O)c2ccccc12 (stereo unspecified) | -1% | -21% | 0% | -17 | 10%
33 | COc1ccc(N2CCN(c3oc(COc4ccccc4)nc3C#N)CC2)cc1 | -7% | -27% | 11% | -9 | 18%
34 | Cc1ccc(N(CC(=O)Nc2c(C)cccc2C)S(C)(=O)=O)cc1 | i | -13% | -9% | -1 | 12%[57.1 µM]
35 | CCCCN(C(=O)Nc1ccc(OCC)cc1)C1CCN(C(C)=O)CC1 | 5%&-1% | -31%&7% | 6%&6% | 3&1 | 7%[57.1 µM]
36 | C#CCNC(=O)C1=C[C@H](c2coc3ccccc3c2=O)C[C@H](OCCCCO)O1 | 10% | -18% | -2% | 3 | -4%
37 | CCOC(=O)c1sc(NC(=O)CSC(=S)N2CCN(C)CC2)nc1C | -11% | -1% | -12% | -2 | -4%[57.1 µM]
38 | NNC(=O)c1ccc(Cn2cc(Br)cn2)o1 | i | -13% | -8% | -3 | 20%
39 | CCS(=O)(=O)N(CC(=O)Nc1cccc2ccccc12)c1ccc(OC)cc1 | -7% | -15% | -11% | 5 | 9%

item | IDH1 R132H inh | Pin1 inh | TrxR1 substrate | HP1b binding inh
25 | 2% | . | . | .
26 | 1% | -1% | -5%[57.1 µM] | 30%
27 | 8% | 2% | -2% | 40%[activator]
28 | 16% | -12% | 1%[57.1 µM] | ?
29 | -2% | 4% | -1% | 12%
30 | 1% | -3% | -3% | 23%
31 | 4% | 2% | 0% | 38%
32 | 2% | 0% | -3% | -39%
33 | 2% | 22% | 9% | ?
34 | 1% | -3% | -8%[57.1 µM] | 47%
35 | -21%&3% | -14%&-1% | -5%[57.1 µM] | 34%&26%[activator]
36 | -7% | -11% | 5% | 27%
37 | 5% | 0% | -23%[57.1 µM] | 19%
38 | 8% | -7% | -2% | 37%
39 | -4% | 1% | 1% | 39%

This is a subset. The share of hits here may be higher or lower than overall.
